SW480 rerep = A quantitative high throughput screen for small molecules that induce DNA re-replication in SW480 colon adenocarcinoma cells | SW480 DNA re-replication, Hoechst DNA content imaging, 48 h | Potency, µM (highest dose often 46.1 µM), for inactives: at the highest dose re-replication activation, most hits filed as activators | actives 1.8% (n = 340,000) | AID 624297, 2012; also: potency is read from the fitted curve at half-maximal effect; % of control where 0% means no effect; nearly all actives have a fitted effect of over 55% in size
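Cells (250 per well) received 23 nL compound or DMSO by pin tool and were kept 48 hr at 37 C, 5% CO2. Nuclei were then stained with Hoechst for 40 min and scanned for DNA content.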
ATXN2 expr inh = Primary qHTS for Inhibitors of ATXN expression. actives 0.72% (n = 360,000). AID 1745845, 2022. Potency, µM (titrated, usually from 57 µM), for the others: top-dose activity change, negative = inhibition, most hits filed as inhibitors. HEK-293 ATXN2-luciferase reporter, luminescence, 24 h; also: potency is read from the fitted curve at half-maximal effect; % is scaled to controls: 0 for no effect and ±100 for the full control effect; nearly all actives have a fitted effect of over 55% in size
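qHTS (up to 57 uM final) was run with 24 h compound exposure of reporter cells at 37 °C. Each well was multiplexed: SteadyGlo luminescence measured ATXN2-luciferase expression after a fluorogenic Gly-Phe-AFC viability readout (25 uM final).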
ATXN viability = Viability Counterscreen for Primary qHTS for Inhibitors of ATXN expression | Potency, µM (highest dose often 56.7 µM), most hits filed as cytotoxic | S2 cells (HEK-293 line with an ATXN2-luciferase reporter) viability, CellTiter-Fluor protease fluorescence, 24 h | actives 0.49% (n = 400,000) | AID 651635, 2014; also: potency is read from the fitted curve at half-maximal effect; nearly all actives have a fitted effect of over 40% in size
HT1080 IDH1KD tx = qHTS for induction of synthetic lethality in tumor cells producing 2HG: qHTS for the HT-1080-IDH1KD cell line; HT-1080 IDH1 knockdown viability, ATP luminescence, 48 h; Potency, µM (top dose mostly 46.1 µM), for the others: at the highest dose activity, negative = toxicity, hits mostly cytotoxic; actives 2% (n = 360,000); AID 686971, 2013;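 also: potency is read from the fitted curve at half-maximal effect; 0% = DMSO wells and -100% = cell-free medium wells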
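% activity derives from luminescence (CellTiter-Glo), normalised to DMSO and no-cell wells. HT-1080-IDH1KD cells, 750/well, had 48 h compound exposure at 37 °C.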
HT1080-NT tox = qHTS for induction of synthetic lethality in tumor cells producing 2HG: qHTS for the HT-1080-NT fibrosarcoma cell line | HT-1080-NT fibrosarcoma viability, CellTiter-Glo ATP luminescence, 48 h | Potency, µM (titrated, usually from 46.1 µM), for the others: at the top dose activity, negative = less viability, usual class: cytotoxic | actives 1.6% (n = 360,000) | AID 686970, 2013;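 also: NT is the 2HG producing partner of a matched IDH1 knockdown line; potency is read from the fitted curve at half-maximal effect; 0% = DMSO-treated cells and -100% = media-only wells without cells; nearly all actives have a fitted effect of over 55% in size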
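Read-out is CellTiter-Glo luminescence after 10 minutes at room temperature, following 48 hours' compound treatment of HT-1080-NT cells (750 cells/well, RPMI, 5% FBS, 37 degrees C).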
KB-3-1 cytotox = qHTS assay for MDR1-selective chemotherapeutics: Primary screen using the parental adenocarcinoma cell KB-3-1. KB-3-1 viability, CellTiter-Glo ATP luminescence, 72 h. Potency, µM (highest dose often 46.1 µM), inactives show at the highest dose activity change, negative = cytotoxic, usual class: cytotoxic. actives 1.4% (n = 400,000); also: potency is read from the fitted curve at half-maximal effect; % is scaled to controls: 0 for no effect and ±100 for the full control effect; nearly all actives have a fitted effect of over 60% in size
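Parental KB-3-1 viability, qHTS format: 72 h compound exposure, 37 °C; CellTiter-Glo; media-only wells and DMSO plates as controls; concentration-effect fits on corrected data.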
IL-1B inflam inh = qHTS for Inhibitors of Inflammasome Signaling: IL-1-beta AlphaLISA Primary Screen; actives 4.7% (n = 360,000); activity change, % at 57.5 µM; THP-1 LPS/ATP IL-1B secretion, AlphaLISA, 16 h; stronger effect = lower value; AID 743279, 2014; in the data active = activity change below about -50%; inconclusive = mostly about -30% to -49%; also: % is scaled to controls: 0 for no effect and ±100 for the full control effect
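Secreted IL-1B measured by AlphaLISA bead assay after 16 h compound exposure of THP-1 cells; compounds (final up to 57.5 uM) added 1 h before LPS (250 ng/mL) and ATP (1.25 mM) stimulation; lower signal means less secretion.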
MCF10A rerep = A quantitative high throughput screen for small molecules that induce DNA re-replication in MCF 10a normal breast cells | MCF 10A DNA re-replication, Hoechst nuclear intensity, 48 h | Potency, µM (highest dose often 46.1 µM), inactives show top-dose activity, positive = re-replication, most hits filed as activators | actives 2.9% (n = 350,000); also: potency is read from the fitted curve at half-maximal effect; % of control where 0% means no effect; nearly all actives have a fitted effect of over 50% in size
HepG2 tox = qHTS for Inhibitors of TGF-b: Cytotox Counterscreen | HepG2 CAGA-GFP viability, ATP luminescence, 18 h | Potency, µM (titrated, usually from 46.1 µM), for inactives: at the top dose activity change, negative = cytotoxicity, actives largely listed as cytotoxic | actives 0.76% (n = 410,000) | AID 588856, 2011; also: potency is read from the fitted curve at half-maximal effect; some results filed as inactive show a strong effect at the top dose
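HepG2 CAGA-GFP cells (1000/well, DMEM with 1% FBS) received compound, then TGF-beta at 500 pg/mL final, and were incubated 18 hours at 37 degrees C. Viability was read by CellTiter-Glo luminescence. Media-only wells were set as complete cell-killing and DMSO as no toxicity.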
The depositor's hits bear a star; i = inactive; ? = inconclusive; . = not tested or not shown; [ ] = dose if it differs, or a comment. Unless noted, calls follow the shape of the dose curve; as a rule, active = well fitted curve in the direction sought with a large enough effect; inconclusive = small, poorly fitted or top-dose-only effect, or another doubt; inactive = no such curve, though single readings can be large; an effect the other way counts as inactive or inconclusive.

SMILES | SW480 rerep | ATXN2 expr inh | ATXN viability | HT1080 IDH1KD tx | HT1080-NT tox | KB-3-1 cytotox | IL-1B inflam inh | MCF10A rerep | HepG2 tox
Cc1ccc(-c2cn(S(=O)(=O)c3cccc([N+](=O)[O-])c3)nc2N)cc1 | -1% | 14% | i | -15% | -13% | ? | -1 | 1% | 1%
CCOC(=O)C1CCCN(C(=O)COC(=O)c2ccc(C#N)cc2)C1 (configuration not stated) | ? | -34% | ? | 8% | 22% | 2% | 0 | -3% | -4%
CC(C)NC(=O)c1c(O)c2ccccc2[nH]c1=O | -4% | 12% | i | 3.2µM* | ? | ? | ? | -4% | 3%
C[C@@H](Oc1ccccc1)c1nnn(Cc2ccccc2)c1-c1c([C@@H](C)Oc2ccccc2)nnn1Cc1ccccc1 | 0% | -4% | i | -1% | ? | 0% | 9 | 11% | -12%
C/C=C/c1ccc(OCCCCN(C)Cc2ccccc2)c(OC)c1 | 1% | . | ? | -10% | ? | -10% | -24 | -1% | -40%
Cc1ccc(C(=O)CSc2nc(N)cc(=O)[nH]2)cc1C | -4% | -10% | i | 10% | 3% | -1% | 41 | -8% | -1%
CC1Cn2c(Cc3ccccc3)nnc2S1 (configuration not stated) | . | 23% | i | 7% | 27% | 0% | 29 | . | -2%
CN1C(=O)C(/C(N)=N/NC(=O)c2ccccc2)C2CC1(C)Oc1ccccc12 (configuration not stated) | -14% | 3% | i | 10% | -1% | 10% | 15 | -8% | 0%
CC(OCCN(C)C)C(=O)C12CC3CC(CC(C3)C1)C2 (configuration not stated) | -23% | . | i | -2% | -1% | 0% | -4 | 13% | -4%
O=C(Nc1c2ccccc2nc2ccccc12)C(Cl)(Cl)Cl | ? | -5% | ? | -3% | -20% | ? | ? | 13µM* | 8%
Cc1ccccc1NS(=O)(=O)c1ccc(C(=O)N2CCN(c3ccccn3)CC2)cc1 | -2% | -19% | i | 1% | -3% | 2% | -4 | -2% | -19%
CCC(=O)NNC(=O)CCC(=O)Nc1cccc(Cl)c1C | -3% | -9% | i | 9% | 14% | -6% | 5 | -1% | 3%
CCc1ccc2c(c1)C(c1ccc([N+](=O)[O-])cc1)=NNC(c1ccc(F)cc1)=N2 | 13% | 22% | i | -14% | -6% | ? | -53* | 6% | -1%
CCc1[nH]nc(C(=O)N/N=C/c2ccncc2)c1C | -20% | 3% | i | -8% | -1% | -6% | -3 | 3% | -24%
CN1CCN(CC#CCC(O)(c2ccccc2)c2ccccc2)CC1 | -5% | -10% | i | 11% | -2% | 3% | -8 | 3% | 4%
CN(C)CCN1C(=O)C(=O)/C(=C(/O)c2ccc(S(=O)(=O)N3CCOCC3)cc2)C1c1ccc(F)cc1 (configuration not stated) | -3% | 1% | i | 9% | 8% | . | 8 | 0% | 13µM*
COc1ccc(-c2oc3c(c2C(=O)OCCO)C(OCCO)CCC3)cc1 (configuration not stated) | . | -3% | i | 10% | -8% | 5% | 17 | . | .
Cc1ccc(C2C3=C(CC(C)(C)CC3=O)N(CCN3CCOCC3)C3=C2C(=O)CC(C)(C)C3)cc1 | 0% | -10% | i | -3% | -2% | 1% | -23 | -5% | -15%
CN(C)S(=O)(=O)c1ccc2[nH]cc(/C=C/c3nc4ccccc4c(=O)n3-c3ccccc3)c2c1 | 3.3µM* | -36% | . | ? | ? | 3% | 12 | ? | -24%
O=C(O)c1cccc(COc2ccc(CO)cc2Cl)c1 | -9% | 0.28µM* | i | -16% | -16% | -24% | 0 | -5% | -24%
CCN(CC)C(=O)c1c(-c2ccccc2)oc2ccc(OC)cc12 | -53%[inhibitor] | -28% | i | 1% | -8% | -21% | 13 | 0% | -11%
CCOC(=O)N1CCN(C(=O)c2ccc3c(=O)n(Cc4ccccc4OC)c(=S)[nH]c3c2)CC1 | 7% | 5% | i | -8% | -3% | 5% | 67 | 16% | -20%
COCCn1c(C)cc(C(=O)CN2C(=O)NC3(CCCCCC3)C2=O)c1C | 1% | 41%[activator] | i | 1% | 1% | . | -12 | 11% | 2%
Cn1c(COc2ccc([N+](=O)[O-])cc2)nnc1SCC(=O)NCC1CCCO1 (configuration not stated) | -5% | -18% | i | -1% | 7% | 3% | 6 | 0% | -12%
Cc1cc(S(=O)(=O)N2CCN(CC(=O)NCCc3cccs3)CC2)ccc1Br | -9% | -15% | i | -11% | -3% | -19% | 15 | -8% | -8%
C=CCn1c(-c2cc(OC)c(OC)c(OC)c2)n[nH]c1=S | -4% | 7% | i | ? | 7% | 5% | 19 | -18% | 9%
CC(=O)N1CCN(c2ccc(NCc3cccs3)cc2)CC1 | 4% | -6% | i | 4% | 15% | 0% | 6 | ? | -5%
CC(=O)N1c2ccc(S(=O)(=O)N3CCC(C(=O)NCCc4ccc(Cl)cc4)CC3)cc2CC1C (configuration not stated) | 2% | -33% | i | -21% | ? | ? | -2 | 7% | -17%
Cc1nc(/C(N)=N/OC(=O)c2cccc(Cl)c2)c(C(F)(F)F)o1 | -32%[inhibitor] | 5% | i | 4% | 4% | -1% | 6 | -2% | 4%
COc1cc(/C=C2\SC(=O)NC2=O)ccc1Oc1cnccn1 | -6% | 9% | i | -15% | -10% | 10% | 4 | ? | -4%
CCOC(=O)c1ccc(CNS(=O)(=O)c2c(C)ccc3nsnc23)o1 | -7% | -7% | i | 15% | 16% | 0% | 18 | -2% | 1%
CC(C)C[C@H](NC(=O)C1CC(=O)N(c2ccc3c(c2)OCO3)C1)C(=O)NCc1ccco1 (some centres not stated) | -5% | . | i | 4% | 1% | 3% | -1 | 0% | -11%
Cc1cc(OCC(=O)N2CCC(c3nc4ccccc4s3)CC2)ccc1Cl | . | ? | ? | . | . | -27% | . | . | -10%
CC(C)C[C@H](NC(=O)c1nc[nH]c1C(=O)N[C@@H](CCCCNC(=O)OC(C)(C)C)C(=O)OC(C)(C)C)C(=O)OC(C)(C)C | ? | -27% | ? | ? | ? | 16µM* | -24 | 0% | -11%
CC1CN(C(=O)CCNC(=O)c2ccc(Br)cc2)CC(C)O1 (configuration not stated) | 11% | 8% | i | -2% | -1% | 3% | -9 | 6% | 6%
NS(=O)(=O)c1cc(C(=O)Nc2ccc3c(c2)CCC3)ccc1Cl | -1% | 31% | i | -7% | 0% | 7% | -68* | 0% | -10%
COC(=O)c1ccc(-n2c(C)cc(C(=O)CSc3ccc(NC(C)=O)cc3)c2C)cc1 | -4% | -6% | i | -10% | -4% | -30% | -21 | ? | -12%
COc1cccc(NC(=O)C2Cc3ccccc3CN2C(=O)c2ccco2)c1 (configuration not stated) | 1% | 39% | i | 22% | 11% | 8% | -12 | 3% | -5%
CC1CCc2nc(NC(=O)c3ccc(N4C(=O)CCC4=O)cc3)sc2C1 (configuration not stated) | -1% | 8% | ? | 5% | 0% | . | -17 | 1% | -23%
COc1ccc(COC(=O)c2c(C)nn(-c3ccccc3)c2Cl)cc1 | 0% | 39%[activator] | i | -3% | -10% | -3% | -7 | 5% | -33%
CN(C(=O)c1ccc2c(c1)CCN2S(C)(=O)=O)c1ccccc1 | 17% | -4% | i | 16% | 20% | 18% | 41 | 0% | -6%
Nc1ccn(C2CCCO2)c(=O)n1 (configuration not stated) | 2% | -8% | i | -4% | 1% | 13% | 0 | 8% | -7%
O=C(OCC(=O)N1CCN(c2ccccc2)CC1)c1cccc(Cl)c1 | 4% | -6% | i | -2% | 0% | -2% | 0 | 0% | -5%
Cc1nn(-c2ccc(F)cc2)c(-n2cccc2)c1C(=O)NCCCN1CCN(c2ccccc2F)CC1 | . | ? | ? | . | . | ? | . | . | -31%
CCCS(=O)(=O)N1CCCC(C(=O)N2CCN(c3ccccn3)CC2)C1 (configuration not stated) | -10% | -1% | ? | 16% | 9% | 11% | -7 | -2% | -11%
CC(=O)Nc1cc(C(=O)N2CCc3ccccc3C2)ccc1Sc1ccc(F)cc1 | 6% | 5% | i | -8% | -3% | -5% | 15 | ? | 6%
O=C(NNC(=O)C12CC3CC(CC(O)(C3)C1)C2)c1csc(N2CCOCC2)n1 | 2% | -3% | i | -6% | -4% | 0% | -15 | 1% | -11%
CCC1CCCCN1C(=O)COc1c(Br)cc(Br)c2cccnc12 (configuration not stated) | 10% | -27% | i | -28% | -1% | 2% | -15 | 20% | -23%
Cc1cc(NC(=O)CCC2CCCCC2)no1 | 5% | 38% | i | -5% | -8% | -9% | -10 | -1% | 1%
NC(=O)c1cc([N+](=O)[O-])ccc1NCCc1ccccc1 | 4% | . | i | 11% | 13% | 3% | -9 | 2% | 15%

Whole records as entered above. Screens in order: SW480 rerep | ATXN2 expr inh | ATXN viability | HT1080 IDH1KD tx | HT1080-NT tox | KB-3-1 cytotox | IL-1B inflam inh | MCF10A rerep | HepG2 tox
NC(=O)c1cc([N+](=O)[O-])ccc1NCCc1ccccc1 reads 4% | . | i | 11% | 13% | 3% | -9 | 2% | 15%
O=C(NNC(=O)C12CC3CC(CC(O)(C3)C1)C2)c1csc(N2CCOCC2)n1 reads 2% | -3% | i | -6% | -4% | 0% | -15 | 1% | -11%
Cc1cc(NC(=O)CCC2CCCCC2)no1 reads 5% | 38% | i | -5% | -8% | -9% | -10 | -1% | 1%
CCC1CCCCN1C(=O)COc1c(Br)cc(Br)c2cccnc12 (configuration not stated) reads 10% | -27% | i | -28% | -1% | 2% | -15 | 20% | -23%

Bioassay records from PubChem.

Rows were taken by chance. About 8.9% of those tested had a hit in this group.
